CDK5 inh: blocks human CDK5/p35 kinase activity | 330,000 compounds, 0.01% hits | AID 488839 | Q00535+Q15078 | Recombinant CDK5/p35, ADP-Glo luminescence, 60 min | inhibition, % at 10 µM;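 active means highest replicate inhibition of at least 50% and at least 75% of replicates reaching 50%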;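 further: plate controls were DMSO neutral control for no effect and GW8510 at 10 µM for full effect; many of its hits are not listed in these tables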
dFosB activator: activators of mouse delta FosB homodimer; 340,000 compounds, 0.99% hits; P13346; purified delta FosB, TAMRA-CDK5 oligo fluorescence polarization; percent of positive-control signal above neutral wells; activation, % at 25 µM;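 active means mean activation above about 17%, with every replicate also reaching it, limit read from the data, passing the limit was not always enough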;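 further: fluorescence polarization rise as delta FosB binds a TAMRA Cdk5 AP-1 oligo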
PKA-R1A activ: PKA-R1A complex activation. P00514+P68181. PKA-R1A dissociation, Cy5-IP20 fluorescence polarization; scaled: DMSO 0%, 113 µM cGMP 100%. 340,000 compounds, 0.083% hits. activation, % at 11.4 µM;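 active means percent activation above the mean of all tested compounds plus 3 SD, cut at about 19% in these data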;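 further: higher means more PKAc released from R1A so a rise in polarization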
SR-BI HDL uptake: inhibitors of mouse SR-BI mediated HDL lipid uptake; ldlA[mSR-BI] CHO cells, DiI-HDL uptake fluorescence, 3 h; AID 488896; inhibition, % at 12.5 µM; 320,000 compounds, 0.96% hits;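 active means mean replicate inhibition of at least 70% and a set share of replicates each scoring 70 or more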;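 further: 0% = median of neutral control wells and 100% = median of positive control wells; values of inactives mirror those of a sister screen read the other way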
Target sequence (Q61009 whole entry, looked up): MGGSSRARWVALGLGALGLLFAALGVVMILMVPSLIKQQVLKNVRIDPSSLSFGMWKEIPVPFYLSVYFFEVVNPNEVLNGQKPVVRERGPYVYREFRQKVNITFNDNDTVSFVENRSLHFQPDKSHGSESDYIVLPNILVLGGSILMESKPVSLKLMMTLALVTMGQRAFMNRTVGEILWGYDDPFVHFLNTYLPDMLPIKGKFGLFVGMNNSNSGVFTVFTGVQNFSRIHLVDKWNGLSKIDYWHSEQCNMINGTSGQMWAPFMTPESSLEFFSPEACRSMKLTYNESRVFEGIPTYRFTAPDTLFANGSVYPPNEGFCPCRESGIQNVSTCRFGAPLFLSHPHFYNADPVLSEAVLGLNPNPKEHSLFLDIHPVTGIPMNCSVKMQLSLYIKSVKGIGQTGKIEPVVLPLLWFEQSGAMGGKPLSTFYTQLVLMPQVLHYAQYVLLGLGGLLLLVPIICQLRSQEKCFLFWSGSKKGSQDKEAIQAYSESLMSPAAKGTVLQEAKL
MITF TRPM1 HTS: MITF TRPM1 promoter activation in melanoma cells | SK-MEL-5 TRPM1-promoter luciferase, 24 h; % of positive control, neutral wells = 0 | activation, % at 12.5 µM | 300,000 compounds, 0.75% hits | AID 588334;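 active means mean activation of at least 80% with every replicate also reaching 80%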;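 further: 0% = neutral control wells and 100% = parthenolide positive control wells; values of inactives mirror those of a sister screen read the other way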
Arr AP2 block: blocks beta-arrestin peptide binding to AP2 adaptin; AID 504490; 340,000 compounds, 0.31% hits; FITC-arrestin peptide / GST-AP2 beads, flow cytometry; AP2 beta2 appendage carries R879A mutation; inhibition, % at 10 µM;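 active means inhibition above a set limit, near 3 SD of compounds lacking own fluorescence, cut at about 54% in these data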;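 further: plate controls were DMSO wells for no effect and 5 µM unlabelled arrestin peptide for full effect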
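test system = AP2 appendage R879A on GSH beads | buffer or medium = PBS plus Tween 20 (0.05%) and BSA (0.1%) | incubation = 12 min plus 1 h, RT | detection = bead flow cytometry, FITC channel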
Mot1-301 SUMO: blocks SUMOylation pathway, rescuing yeast Mot1-301 growth; growth rescue, % at 18.8 µM; S. cerevisiae Mot1-301 growth rescue, ATP luminescence, 38.5C; percent above DMSO median, 100 means doubled; AID 2716; 320,000 compounds, 1% hits;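 active means every valid replicate shows activation above 250% relative to neutral control wells; inactive means the rest, any valid replicate at or below 250%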;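 further: OY570 slx delta 5 strain wells were the positive control but not used for scaling; some compounds called inactive have numbers as strong as hits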
DSG3 Ab inh: blocks pemphigus antibody binding to human desmoglein-3 | DSG3-coupled beads, scFv-anti-DSG3-GFP binding, flow cytometry; stronger effect = lower value | binding (percent of control), % at 10 µM | 310,000 compounds, 0.48% hits | AID 588358;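 active means binding more than 3 SD below its plate's average and above zero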; further: some compounds called inactive have numbers as strong as hits
SR-BI DiI-HDL act: activators of SR-BI mediated HDL lipid uptake | activation, % at 12.5 µM | CHO ldlA[mSR-BI] cells, DiI-HDL uptake fluorescence, 3 h; 100 = double the neutral-control signal | AID 504775 | 320,000 compounds, 0.096% hits;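 active means mean replicate activation of at least 60% and every replicate at or above 60%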;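 further: 0% = median plate neutral-control signal and 100% = twice that signal; values of inactives mirror those of a sister screen read the other way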
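Material: SR-BI-overexpressing, LDLR-lacking CHO cells; schedule: compound exposure 3 h, 37 °C; reagent: DiI-labelled HDL at 10 µg/mL final; technique: bottom-read fluorescence, 550/595 nm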
PKA-R2B act: activates the human PKA-R2B holoenzyme complex; P22694+P31323; 340,000 compounds, 0.079% hits; activation, % at 11.4 µM; AID 504700; PKA-R2B holoenzyme dissociation, Cy5-IP20 fluorescence polarization; R2B truncated from residue 108, S112A mutant; 0% DMSO only, 100% 113 µM cGMP;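 active means activation above a cutoff set at the mean over all compounds plus 3 SD, cut at about 18% in these data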;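 further: higher means more holoenzyme dissociation and a rise in polarization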
Target sequence (P31323 whole entry, looked up, other chains not shown, the tested form may be a part): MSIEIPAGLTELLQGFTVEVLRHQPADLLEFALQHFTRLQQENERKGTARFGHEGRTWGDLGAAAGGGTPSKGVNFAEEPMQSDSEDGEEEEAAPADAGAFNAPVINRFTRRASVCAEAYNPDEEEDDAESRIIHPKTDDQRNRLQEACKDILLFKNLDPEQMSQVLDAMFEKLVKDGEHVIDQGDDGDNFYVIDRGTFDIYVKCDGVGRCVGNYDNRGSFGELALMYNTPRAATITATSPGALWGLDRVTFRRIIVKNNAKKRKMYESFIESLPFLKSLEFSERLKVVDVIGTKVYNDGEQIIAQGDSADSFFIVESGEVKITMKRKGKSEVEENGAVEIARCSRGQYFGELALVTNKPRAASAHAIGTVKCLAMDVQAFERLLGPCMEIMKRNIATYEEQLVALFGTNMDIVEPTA
NSD2 HMT inh: blocks human histone methyltransferase NSD2. O96028. 310,000 compounds, 0.54% hits. NSD2 peptide methylation, AlphaScreen, 120 min. AID 743445. inhibition, % at 12.5 µM; in the data active means inhibition above about 50%
Active calls of the source: *; · = no result given.

DSG3 Ab inh	SR-BI HDL uptake	dFosB activator	Arr AP2 block	Mot1-301 SUMO	PKA-R1A activ	CDK5 inh	NSD2 HMT inh	PKA-R2B act	SR-BI DiI-HDL act	MITF TRPM1 HTS	mol
99	-18	-2	-4	-15	-9	·	·	-7	18	9	COCC1CCN(C(=O)c2cc(COc3cccc4cnccc34)on2)CC1
94	·	-9	15	1	-6	5.7	18	-2	·	15	Oc1ccc(/C=N/n2c(COc3ccccc3)n[nH]c2=S)cc1O
·	3	-3	-12	13	-5	0.3	2	-8	-3	-14	CC(C)CCNc1nc(N)c([N+](=O)[O-])c(N2CCCCCC2)n1
91	-4	0	-5	-12	-5	-0.8	0	-14	4	19	CCOC(=O)N1CCN(C(=O)CNC(=O)c2ccccc2F)CC1
107	2	-8	-3	-3	-5	-0.4	0	-4	-2	·	CCCCS(=O)(=O)N1CCCC(C(=O)Oc2ccc(Cl)cc2)C1 (centres undefined)
111	-6	-4	9	·	-1	-2.1	·	5	6	-13	CSc1nc(N)nc2c1ncn2CC(=O)NCC(c1ccccc1)c1ccccc1
101	-16	-7	40	-19	0	-1.7	0	-5	16	3	COc1ccc(C2CC(=O)C=C(NNS(=O)(=O)c3ccc(C)cc3)C2)cc1 (centres undefined)
105	0	-12	4	13	-9	-0.6	2	-12	0	2	COc1cccc(NC(=O)CN2CCN(c3ccc(F)cc3)CC2)c1
106	-31	-16	-1	0	-4	-0.3	3	-6	31	-11	O=C(O)CCC(=O)N1N=C(c2c(-c3ccccc3)c3cc(Cl)ccc3[nH]c2=O)CC1c1ccccc1 (centres undefined)
111	14	1	0	934	-7	-1.9	·	-6	-14	4	Cn1cccc1Cc1nnc(SCC(=O)Nc2nccs2)n1CCc1ccccc1

Continuation:
DSG3 Ab inh	SR-BI HDL uptake	dFosB activator	Arr AP2 block	Mot1-301 SUMO	PKA-R1A activ	CDK5 inh	NSD2 HMT inh	PKA-R2B act	SR-BI DiI-HDL act	MITF TRPM1 HTS	mol
110	-21	-6	-2	0	-13	-1.5	-1	-10	21	10	COC(=O)CNC(=O)Cn1ccc2ccccc2c1=O
103	16	6	30	1	4	-3.4	5	1	-16	·	N/C(=N\NC(=O)c1ccc(F)cc1)c1cc2ccccc2oc1=O
·	0	5	25	-6	-8	0.5	0	-4	0	-9	Cn1cc2cc([N+](=O)[O-])ccc2n1
97	16	-5	10	-13	-2	1.1	62*	-5	-16	8	O=C(COc1ccccc1)N/N=C/c1sc(=O)n(Cc2cccc(C(=O)O)c2)c1Cl
101	-10	-12	20	-20	8	-0.4	-5	3	10	-3	COc1cc(NC(=O)CSCC(=O)Nc2cccc(C(F)(F)F)c2)c(Cl)cc1Cl
·	-13	-7	-3	55	-1	-2.0	1	11	13	-13	Cn1c(CNS(=O)(=O)c2ccc(Cl)cc2)n[nH]c1=S
·	21	-2	19	1	7	0.0	5	-12	-21	10	Cc1cc(NC(=O)c2ccc(F)cc2)ccc1NC(=O)c1ccco1
91	1	-5	-9	·	-3	-3.3	0	2	-1	10	O=C(O)c1cccc2c1C(=O)N(c1ccc3c(c1)Cc1ccccc1-3)C2=O
100	-1	5	33	87	-5	-0.3	·	0	1	7	COC(=O)C1(Cc2cc(-c3ccc(Cl)cc3)no2)CCN(C(=O)OC(C)(C)C)CC1
107	58	-1	-7	11	10	-1.7	5	-1	-58	-10	COc1ccc(CCNC(=O)C2CCCN(Cc3nc(-c4ccccc4C)oc3C)C2)cc1OC (centres undefined)

The results go on:
DSG3 Ab inh	SR-BI HDL uptake	dFosB activator	Arr AP2 block	Mot1-301 SUMO	PKA-R1A activ	CDK5 inh	NSD2 HMT inh	PKA-R2B act	SR-BI DiI-HDL act	MITF TRPM1 HTS	mol
103	-18	-10	9	18	-3	-1.9	15	2	18	0	CCN1CC2([N+](=O)[O-])C=CC(=O)C([N+](=O)[O-])(C1)C2CC(=O)c1ccccc1 (centres undefined)
100	1	-3	0	7	6	0.3	4	-1	-1	-5	CCOC(=O)/C=c1\s/c(=C(\C#N)C(=O)NC)n(-c2ccccc2)c1=O
99	2	1	11	-18	-26	-0.5	1	1	-2	-8	O=C(Cn1nnc(-c2ccccc2NC(=O)c2ccccc2F)n1)NC1CCCC1
96	-1	-1	0	-15	-3	-0.1	·	4	1	0	Cc1ccc(NCC(=O)Nc2ccc(Br)cc2)cc1F
98	13	5	26	5	-11	-0.7	2	-7	-13	0	O=C(NCCN1CCCCC1)Nc1ccc(F)c(Cl)c1
97	-6	-4	10	0	-1	-0.6	10	3	6	15	O=C(CN1CCCCC1)NCCNc1ccc(C(F)(F)F)cc1[N+](=O)[O-]
100	4	2	14	·	-5	9.6	·	-8	-4	13	O=C1c2ccccc2C(=O)N1CCCc1cn(C[C@H]2CC[C@H](Cn3cc(CCCN4C(=O)c5ccccc5C4=O)nn3)O2)nn1
100	41	-11	2	-1	6	·	-4	-8	-41	-6	CCOc1ccc(N(C)S(=O)(=O)c2cc(-c3cc(C)no3)ccc2C(C)C)cc1
112	-1	-1	11	11	-2	0.4	-2	-4	1	-12	Cc1ccc(N(CC(=O)NC(C)C)C(=O)CCC(=O)Nc2nccs2)cc1
102	·	9	-1	0	-4	0.4	·	-5	·	5	CCN1CCN(c2cc(C)c3cc(NC(=S)NCc4cccs4)ccc3n2)CC1

(more compounds)
DSG3 Ab inh	SR-BI HDL uptake	dFosB activator	Arr AP2 block	Mot1-301 SUMO	PKA-R1A activ	CDK5 inh	NSD2 HMT inh	PKA-R2B act	SR-BI DiI-HDL act	MITF TRPM1 HTS	mol
95	13	-9	-2	-27	3	2.0	2	0	-13	58	Cn1c(O)c(C2=c3ccccc3=NC2=O)sc1=Nc1ccc(Cl)cc1
86	-21	2	-3	8	7	-1.0	-1	2	21	-9	Cc1ccc(NC(=O)CSc2nnc(C)c(=O)[nH]2)cc1C
110	3	-8	0	0	8	-0.2	33	8	-3	5	CCN(CC)c1ccc(CN(C(=O)c2cccs2)C2CCS(=O)(=O)C2)cc1 (centres undefined)
94	1	-15	26	27	3	-0.2	-6	-5	-1	1	CCOc1ccc(NC(=O)CN2C(=O)S/C(=C/c3cccn3C)C2=O)cc1
92	6	-1	-18	-15	5	0.5	1	-1	-6	-17	Cc1cc(CNC(=O)c2cccc([N+](=O)[O-])c2C)c2ccccc2n1
·	20	-20	-12	4	-6	-2.0	6	-14	-20	87*	COc1ccc2c(c1)CC/C(=C\c1ccc(C)o1)C2=O
96	-11	-9	7	·	-9	-2.7	-5	8	11	1	CC1CCCCC1NC(=O)COc1ncnc2sccc12 (centres undefined)
97	-9	-3	12	6	1	-0.6	1	0	9	-3	Cc1c(NC(=O)C2Cc3ccccc3CN2C(=O)c2ccco2)c(=O)n(-c2ccccc2)n1C (centres undefined)
91	0	-2	33	13	2	-1.1	11	3	0	10	Cc1ccc(CN(C(=O)COc2ccc([N+](=O)[O-])cc2)C2CCS(=O)(=O)C2)o1 (centres undefined)
105	-26	-1	0	-18	-16	4.6	-2	8	26	·	COc1ccc(N/C=C/C(=O)c2ccccc2)cc1

More entries follow.
DSG3 Ab inh	SR-BI HDL uptake	dFosB activator	Arr AP2 block	Mot1-301 SUMO	PKA-R1A activ	CDK5 inh	NSD2 HMT inh	PKA-R2B act	SR-BI DiI-HDL act	MITF TRPM1 HTS	mol
94	5	1	15	-4	2	-0.1	0	1	-5	·	Cc1ccc(O)c(CNc2ccccn2)c1
123	-8	-13	11	-18	-22	0.3	-2	-17	8	2	O=C(Nc1ncc2c(n1)-c1ccccc1OC2)c1ccc(F)cc1
111	8	-12	21	-10	-3	-0.1	4	-7	-8	12	CC(C)N1CCc2c(sc(NC(=O)c3ccco3)c2C(N)=O)C1
·	-13	-8	6	13	4	-2.1	-6	-5	13	-10	COC(=O)c1cc(S(=O)(=O)Nc2nn(C)c3ccccc23)oc1C
96	-16	-2	40	4	-4	1.7	-3	4	16	28	Nc1ccc(-c2nnc(-c3ccccc3)o2)cc1
92	-2	-7	-9	0	-2	0.0	-2	-9	2	-11	CCC1(c2ccc(Cl)cc2)NC(=O)N(CC(=O)N2CCN(C(=O)c3ccco3)CC2)C1=O (centres undefined)
134	-18	-3	67*	1	-3	1.0	-1	-5	18	12	Cc1ccc(OCc2cn3cccnc3n2)cc1
114	-15	-1	-7	-19	-17	-2.8	11	-10	15	6	CCC1S/C(=N\S(=O)(=O)c2cccs2)N(C2CCCCC2)C1=O (centres undefined)
110	-14	-4	23	223	-14	-0.1	1	-1	14	4	CN(Cc1ccccc1)C(=O)CCCn1c(=O)[nH]c2cc(Cl)ccc2c1=O
·	-24	-3	-6	-12	3	-3.9	0	6	24	5	CC(=O)NC12CC3CC(C1)CC(C(=O)N(C)CC(=O)Nc1cccc(F)c1)(C3)C2

Pulled one by one from the entries so far, 2 records:
DSG3 Ab inh	SR-BI HDL uptake	dFosB activator	Arr AP2 block	Mot1-301 SUMO	PKA-R1A activ	CDK5 inh	NSD2 HMT inh	PKA-R2B act	SR-BI DiI-HDL act	MITF TRPM1 HTS	mol
114	-15	-1	-7	-19	-17	-2.8	11	-10	15	6	CCC1S/C(=N\S(=O)(=O)c2cccs2)N(C2CCCCC2)C1=O (centres undefined)
96	-16	-2	40	4	-4	1.7	-3	4	16	28	Nc1ccc(-c2nnc(-c3ccccc3)o2)cc1

(more compounds)
DSG3 Ab inh	SR-BI HDL uptake	dFosB activator	Arr AP2 block	Mot1-301 SUMO	PKA-R1A activ	CDK5 inh	NSD2 HMT inh	PKA-R2B act	SR-BI DiI-HDL act	MITF TRPM1 HTS	mol
100	-4	-16	5	-7	5	0.6	3	4	4	-13	CC(C)OCC1CC(CC(=O)NC(=S)Nc2cccc([N+](=O)[O-])c2)C(=O)O1 (centres undefined)
98	-19	-7	-4	11	-7	-1.1	-2	2	19	8	COc1ccc(N2CC(C(=O)N/N=C/c3cccs3)CC2=O)cc1 (centres undefined)
·	61	-14	0	8	-3	-0.7	-3	-2	-61	-8	COc1ccc(-n2c(C)nc3c(cnn3-c3ccc(Cl)cc3)c2=O)cc1
100	-2	5	15	-3	-7	-1.0	·	-2	2	-7	CN(C)S(=O)(=O)N1CCN(C(=O)c2cccc(Br)c2)CC1
